N-glyco inh: increase of ERlucT glycosylation luciferase signal, primary screen, N-linked glycosylation inhibitor project, D54 ERlucT cells, luminescence, set 2 | reporter increase, % at 12.5 µM | 0.23% of 360,000 active | D54 ERlucT glycosylation luciferase reporter, 24 h; percent of 100 nM tunicamycin response;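 active = mean luciferase reporter signal, scaled so untreated is 0 and the glycosylation-blocking control 100, at or above a set limit in every replicate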;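 note: luciferase carries N-glycosylation sites so blocking glycosylation raises the light; 0% = median of neutral control wells and 100% = median of 100 nM tunicamycin wells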
Vif inh: HIV Vif self-association inhibitors, primary screen, imaging, HEK293T, single point; HEK293T cells, Vif self-association by quenched fluorescence, 24 h; inhibition, % at 7.49 µM; 0.35% of 340,000 active; in the data active = inhibition above about 50%, passing the limit was not always enough; note: some results filed as inactive read as strong as hits
Cardio protect: cardioprotection against H2O2-induced cell death, primary screen, uHTS, H9c2 cells, ATPLite luminescence. H9c2 cardiomyocytes, H2O2 injury protection, 2 h. protection from H2O2 cell death, % at 20 µM. 0.63% of 360,000 active. AID 588492, 2011;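 active = compounds giving at least 50% protection of heart cells from peroxide-induced death in the single-dose screen, raw or plate-pattern-corrected value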;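 note: 0% = DMSO wells with peroxide and 100% = DMSO wells without peroxide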
PDI turbidity: inhibitors of human PDI, primary screen, biochemical, turbidity, single point, plate reader; Protein disulfide-isomerase (Homo sapiens), P07237; PDI insulin aggregation turbidity, A650, 90 min; inhibition, % at 10 µM; 0.052% of 350,000 active; AID 588391, 2011;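 active = mean inhibition across replicates of 30% or more, whatever share of single replicates reach that level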;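 note: absorbance from insulin aggregation driven by PDI reduction with DTT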
Target sequence (P07237 whole entry, looked up): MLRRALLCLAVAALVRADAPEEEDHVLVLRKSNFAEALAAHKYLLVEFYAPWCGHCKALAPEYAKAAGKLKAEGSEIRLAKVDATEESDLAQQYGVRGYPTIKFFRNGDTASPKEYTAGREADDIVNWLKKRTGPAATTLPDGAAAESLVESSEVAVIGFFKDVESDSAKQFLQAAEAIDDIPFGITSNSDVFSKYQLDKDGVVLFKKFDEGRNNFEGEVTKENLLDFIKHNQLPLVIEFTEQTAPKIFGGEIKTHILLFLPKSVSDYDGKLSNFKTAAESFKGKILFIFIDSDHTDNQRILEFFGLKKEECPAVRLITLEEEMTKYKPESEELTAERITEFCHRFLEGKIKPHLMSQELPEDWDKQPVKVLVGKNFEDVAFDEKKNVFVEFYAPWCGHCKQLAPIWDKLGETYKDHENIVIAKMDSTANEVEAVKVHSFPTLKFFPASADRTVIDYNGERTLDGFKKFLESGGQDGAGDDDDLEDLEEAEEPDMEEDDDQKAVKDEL
m5-HT2A agonist: mouse Htr2a agonists via beta-arrestin recruitment, primary screen, cell-based, luminescence | 0.66% of 360,000 active | activation, % at 7.6 µM | AID 624169, 2012 | CHO-K1 mHTR2A beta-arrestin complementation; percent of 30 µM serotonin response;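 active = activation above a run cutoff, the mean activation of all tested compounds plus 3 SD, cut at about 14% in these data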;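 note: 0% = plate median of compound wells and 100% = 30 µM serotonin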
Target sequence (P35363 whole entry, looked up): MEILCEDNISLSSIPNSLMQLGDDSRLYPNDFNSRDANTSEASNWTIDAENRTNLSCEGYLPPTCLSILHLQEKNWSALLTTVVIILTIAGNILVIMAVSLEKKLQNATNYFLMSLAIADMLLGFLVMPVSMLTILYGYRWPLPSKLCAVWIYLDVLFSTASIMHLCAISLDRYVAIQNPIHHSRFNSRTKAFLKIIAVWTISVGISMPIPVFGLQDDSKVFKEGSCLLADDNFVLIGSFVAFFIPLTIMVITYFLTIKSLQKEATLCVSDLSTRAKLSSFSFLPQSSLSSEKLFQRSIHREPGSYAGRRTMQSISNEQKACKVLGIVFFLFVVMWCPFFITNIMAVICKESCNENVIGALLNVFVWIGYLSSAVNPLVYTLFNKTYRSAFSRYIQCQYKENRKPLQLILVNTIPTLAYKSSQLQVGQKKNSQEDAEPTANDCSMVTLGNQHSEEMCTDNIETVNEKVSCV
CaV13 FRET inh: Disruptors of the CACNA1D IQ motif to Ca2+-dependent inactivation inhibitor domain association, primary screening, Förster resonance energy transfer in intact living …; 0.098% of 340,000 active; inhibition, % at 12.3 µM; HEK cells, CFP/YFP FRET ICDI-IQ, plate reader, 10 min; percent FRET-ratio fall versus neutral wells;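 active = mean replicate inhibition of at least 30% and at least 1% of replicates passing that level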;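 note: 0% = median of the neutral control wells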
Granule exo inh: LAMP-1 surface exposure blockers, TALL-104 cells – cell-based, flow cytometry, MLPCN library, primary screen | TALL-104 LAMP-1 surface exposure; cells stimulated with thapsigargin and PMA | inhibition, % at 10 µM | 0.66% of 360,000 active;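 active = inhibition above about 55%, limit read from the data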
aDG glyco act: activators of alpha-DG glycosylation, primary screen, uHTS, Pro5-aDG cells, AlphaScreen. AID 624168, 2012. activation, % at 10 µM. 0.22% of 360,000 active. alpha-DG glycosylation AlphaScreen (IIH6); 0% Pro5, 100% B10-LARGE cell signal;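 active = activation of at least 8% versus controls, or a plate z-score of at least 8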;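 note: Pro5 are CHO cells carrying HIG-tagged alpha-DG that lacks glycosylation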
hiPSC survival: enhancers of single-cell hiPSC survival, primary screen, ATPlite luminescence | survival enhancement, % at 20 µM | 0.044% of 360,000 active | 100% = ROCK inhibitor wells, 0% = DMSO | AID 602274, 2012; in the data active = survival enhancement above about 18%;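 note: cells exposed to compounds for 16 hours before the ATP read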
ABCB6 inh 2: ABCB6 transporter inhibitors, primary screen, K562-ABCB6 cells, flow cytometry, MLPCN library; ATP-binding cassette sub-family B member 6 (Homo sapiens), Q9NP58; K562-ABCB6 porphyrin accumulation, 1 h; stronger effect = lower value; fluorescence ratio to DMSO, % at 10 µM; 0.19% of 360,000 active;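 active = fluorescence ratio to DMSO below 75%, the collection mean minus 3 SD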;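 note: signal is porphyrin accumulated inside mitochondria; 100% equals median channel fluorescence of DMSO control wells; lower ratio means ABCB6 inhibition with less porphyrin fluorescence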
Starred values were filed as active, the others as inactive; nt = not tested or not shown. The order is random; about 3.1% have a hit in one of these screens.

SMILES | N-glyco inh | Vif inh | Cardio protect | PDI turbidity | m5-HT2A agonist | CaV13 FRET inh | Granule exo inh | aDG glyco act | hiPSC survival | ABCB6 inh 2
CC(=O)c1ccc(NCC2COc3ccccc3O2)c([N+](=O)[O-])c1 (centres undefined) | -8 | -9 | -2 | 5 | 0 | -4 | -2 | 0.4 | -1.1 | 106
Cc1ccc(S(=O)(=O)N2CCCCC2)cc1NC(=O)C1=NN(c2ccccc2)C(=O)CC1 | -3 | 4 | 6 | 7 | -2 | -5 | 4 | 0.1 | -0.3 | 103
O=C(C[n+]1ccc2ccccc2c1)Nc1cc(C(F)(F)F)ccc1Cl | 2 | -2 | 12 | -1 | -6 | -3 | 1 | 0.2 | -2.3 | 103
O=C(CSc1nc2ccccc2o1)N1CCOCC1 | 1 | -11 | 2 | -3 | 4 | nt | 2 | 0.0 | -0.2 | 98
CCOC(=O)C1CCN(C(=O)c2ccc3c(c2)NC(=O)/C(=C\c2cccc(C)c2)S3)CC1 | -1 | 3 | -5 | 5 | -6 | -14 | 7 | 0.5 | -0.1 | 97
CCc1nnc(SCC(=O)Nc2nnc(C)s2)n1CC1CCCO1 (centres undefined) | 1 | 12 | 0 | 2 | 7 | -5 | 0 | -0.2 | -0.5 | 110
Cn1ccnc1Sc1ccc(C=O)cc1[N+](=O)[O-] | 2 | 0 | 7 | -3 | 2 | -1 | 0 | -0.1 | 0.8 | 101
O=C1COCCOCCOCC(=O)NCCN1 | 1 | 20 | -5 | 18 | 3 | -1 | 4 | -0.4 | -0.8 | 87
CCCn1nnnc1NC(=O)CSc1ccc(Cl)cc1 | 1 | -6 | 1 | 2 | 0 | -9 | 0 | 0.0 | 0.6 | 102
C[C@H](CO)N1C[C@H](C)[C@H](CN(C)CC2CC2)Oc2ccc(NC(=O)CCN3CCOCC3)cc2C1=O | 1 | -8 | 3 | 12 | 4 | -8 | 10 | 0.2 | 1.1 | 91
O=C(COc1ccccc1F)NNC(=O)c1cccc(-n2cccc2)c1 | 3 | 21 | -1 | 1 | 2 | nt | -2 | -0.3 | -0.3 | 96
CCn1nc(CC(=O)Nc2nnc(CC(=O)N3CCOCC3)s2)c2ccccc2c1=O | 4 | nt | 9 | -6 | 1 | nt | 0 | -0.1 | -0.2 | 100
O=S(=O)(NCCc1ccccc1)c1cccc2cccnc12 | -2 | -1 | -9 | 2 | -2 | -3 | 3 | -0.2 | -0.9 | 99
Cc1cc(C)c(NC(=O)CSc2nc(=O)n(CCN3CCOCC3)c3c2CCCC3)c(C)c1 | 1 | 6 | 4 | -1 | -1 | -6 | 3 | 0.5 | 0.7 | 99
CC(NCc1ccc(S(N)(=O)=O)cc1)C(=O)Nc1cc([N+](=O)[O-])ccc1Cl (centres undefined) | -2 | -9 | 9 | 2 | -3 | 1 | 2 | -0.2 | 0.3 | 99
Cc1ccnc(SCC(=O)N2CCN(c3cccc(Cl)c3)CC2)n1 | -1 | -2 | -2 | -3 | -4 | -4 | -3 | 0.7 | -1.6 | 92
COc1cccc(/C=N/NC(=S)Nc2cccc(C(=O)O)c2)c1 | -1 | nt | -4 | -3 | -1 | 14 | -2 | -0.2 | -1.7 | 101
O=C(NCCc1ccc(Cl)cc1)Nc1cccc(Cl)c1 | -1 | -3 | -26 | -7 | -3 | -5 | -2 | 0.1 | -5.4 | 97
COc1ccc(S(=O)(=O)NC(CC(=O)NCCc2ccc(OC)c(OC)c2)c2ccco2)cc1 (centres undefined) | 0 | -6 | -6 | -5 | 2 | nt | 0 | 0.0 | -2.0 | 99
COc1ccc(NC(=O)COC(=O)c2ccc(F)cc2F)cc1 | 0 | 1 | -3 | 10 | 1 | 10 | -4 | 0.0 | -0.5 | 95
COC(=O)C1C(=O)/C(=C(/C)N2CCCC2)C(=O)CC1(C)C (centres undefined) | -1 | 7 | 6 | 9 | 6 | -6 | 6 | 0.2 | -1.9 | 101
CN(C)/C=C(/C(=O)c1ccccc1)S(=O)(=O)c1ccc(Cl)cc1 | -1 | 3 | 3 | -3 | 3 | -4 | -3 | -0.1 | -0.8 | 113
C=CCn1c(C)nnc1SCC(=O)Nc1cc(S(=O)(=O)N2CCCC2)ccc1Cl | 3 | nt | 1 | -4 | -2 | -6 | 0 | -0.1 | -0.5 | 98
CCOC(=O)c1ccc(NC(=O)Cn2nnc(-c3ccccc3)n2)cc1 | 2 | 14 | -8 | -10 | 21* | nt | 6 | 1.1 | -1.6 | 83
CCOc1cc(CNc2ccccc2)cc(Br)c1OCc1ccccc1F | -5 | 15 | -22 | 2 | -2 | -4 | 14 | 0.0 | -2.1 | 101

The list goes on.
SMILES | N-glyco inh | Vif inh | Cardio protect | PDI turbidity | m5-HT2A agonist | CaV13 FRET inh | Granule exo inh | aDG glyco act | hiPSC survival | ABCB6 inh 2
CCOc1ccc(CCNC(=O)CN2C(=O)c3cccnc3Oc3ccc(Cl)cc32)cc1 | 1 | -4 | 8 | -18 | 0 | -1 | 3 | 0.0 | 0.0 | 99
CC(C)C(=O)N1CCN(c2cc(N3CCN(C)CC3)c(F)cc2[N+](=O)[O-])CC1 | -1 | 0 | -2 | -6 | 3 | 11 | 0 | -0.2 | -0.2 | 97
COc1ccc(CCN2CN(S(=O)(=O)c3ccccc3)c3nc4ccccc4nc32)cc1 | 0 | -11 | -6 | -11 | -2 | -9 | -10 | 0.2 | 1.6 | 102
CCCCNC(=O)C1CCN(S(=O)(=O)N2CCCCCC2)CC1 | 0 | 4 | 0 | 0 | 3 | -4 | -9 | -0.1 | 4.3 | 101
COc1ccccc1Nc1nc2ccccc2n1C | 0 | 7 | 6 | -12 | 2 | -8 | 7 | 0.1 | -0.8 | 105
Cc1ccc(-n2c(C)cc(/C=C(\C#N)C(=O)NCC3CCCO3)c2C)cc1 (centres undefined) | -11 | -15 | -17 | -1 | -7 | -5 | 1 | -0.1 | -3.3 | 101
C=CCN(CC=C)C(=O)Nc1ccc2nc(C)sc2c1 | 5 | -4 | -2 | -52 | -3 | -18 | -7 | -0.5 | -1.2 | 93
Cc1ccc(NC2CCCN(C(=O)CCc3cn[nH]c3)C2)cc1C (centres undefined) | 3 | 5 | 0 | 7 | 9 | -4 | -6 | -0.2 | -0.3 | 95
c1ccc(SCc2nc(-c3ccccn3)no2)cc1 | -3 | -4 | 0 | 12 | -4 | nt | -3 | -0.1 | 5.8 | 99
Cc1c(C#N)c(O)n(C)c(=O)c1N=Nc1ccc(S(N)(=O)=O)cc1 | 5 | -5 | -12 | -3 | -1 | -12 | 0 | 0.6 | 1.1 | 96
O=c1[nH]c(CO)nc2c1oc1ccccc12 | -1 | 2 | 10 | 8 | -1 | -5 | -3 | 0.1 | -3.9 | 102
COC(=O)/C(C#N)=C/c1ccc(N2CCOCC2)c([N+](=O)[O-])c1 | -1 | 5 | 1 | -4 | 4 | -19 | 7 | 0.0 | -0.7 | 101
CNC(=O)c1[nH]cnc1C(=O)Nc1ccc(C)cc1 | 9 | -13 | 5 | -3 | -4 | -5 | 8 | -0.2 | -2.8 | 98
CCOC(=O)c1cnc(SCC(=O)Nc2cc(OC)cc(OC)c2)nc1N | -4 | -14 | -13 | 3 | 3 | -6 | 15 | 2.5 | 0.9 | 96
CCCOc1ccc(/C=N/NC(=O)c2c(-c3ccccc3)noc2C)cc1OC | -2 | -1 | -6 | -4 | -2 | -3 | -2 | -0.4 | -0.5 | 99
Clc1cccc(Oc2ncccn2)c1 | -1 | -5 | 13 | 18 | 1 | -10 | -2 | 0.1 | 0.3 | 98
CCCc1cc(=O)[nH]c(SCc2cc(=O)oc3c(C)c(C)ccc23)n1 | -3 | 10 | 0 | 0 | -3 | -3 | -2 | 0.1 | 2.7 | 99
CC(C)c1ccc(CC(=O)N2CCC2(C)C(=O)NCc2cccc3ccccc23)cc1 (centres undefined) | 0 | -11 | -3 | 5 | -2 | -7 | 0 | 2.1 | -1.2 | 93
COc1ccc(CCn2c(-c3cc([N+](=O)[O-])cc([N+](=O)[O-])c3)nc3nc4ccccc4nc32)cc1 | 4 | 6 | 2 | 12 | -1 | -5 | -1 | 0.8 | 2.3 | 101
C[n+]1cc(-c2ccccc2)oc1-c1ccccc1 | 2 | -3 | 0 | -6 | 2 | -3 | -6 | 0.0 | -0.5 | 106
CSc1nsc(SCC(=O)Nc2ccc(Br)cn2)n1 | -5 | 8 | -15 | -6 | -1 | nt | -2 | 0.1 | -0.4 | 95
Cc1cccc(C)c1OCc1n[nH]c(=S)n1-c1ccccc1 | 0 | -3 | 5 | 4 | 3 | -3 | 8 | -0.3 | -0.3 | 103
Cc1ccc(SCc2ccc(C(=O)Nc3cccc([N+](=O)[O-])c3)cc2)cc1 | -3 | 0 | -3 | -6 | -1 | nt | -2 | -0.2 | 0.4 | 100
CCN(CC)C(=O)CSc1nc2ncccc2[nH]1 | -1 | -9 | 0 | 2 | 4 | -7 | 0 | 0.1 | 4.2 | 104
O=C(Nc1ccccc1F)C1CCN(S(=O)(=O)c2cccc3nonc23)CC1 | 2 | 14 | 5 | 7 | -9 | -3 | -12 | -0.1 | -0.5 | 99

(further entries)
SMILES | N-glyco inh | Vif inh | Cardio protect | PDI turbidity | m5-HT2A agonist | CaV13 FRET inh | Granule exo inh | aDG glyco act | hiPSC survival | ABCB6 inh 2
CCOC(=O)c1nc2nc(C)c(Cl)c(=O)n2[nH]1 | 4 | 13 | -2 | 14 | 6 | -4 | 0 | 0.1 | -1.9 | 94
CC(=O)C1C(c2ccc(F)c(F)c2)NC(=O)NC1(O)C(F)(F)F (centres undefined) | 2 | 6 | -7 | -5 | -2 | nt | -1 | 0.1 | -1.8 | 99
Cc1cc(=O)[nH]c(SCc2cccc(Br)c2)n1 | 0 | 18 | -19 | 5 | 4 | -5 | 29 | 0.7 | 4.9 | 96
Cc1ccc(-n2c(SCC(=O)NCc3ccco3)nnc2-c2cccnc2)cc1 | 1 | 6 | 2 | -3 | -2 | -1 | 2 | 0.1 | 0.0 | 100
COc1cc(COc2ccc3c(C)c(CCC(=O)O)c(=O)oc3c2)cc(OC)c1OC | 0 | 19 | 0 | 0 | -6 | -2 | 1 | -0.1 | 0.1 | 97
Brc1ccc(-c2nc(-c3ccccn3)no2)o1 | -17 | 3 | -26 | -11 | 0 | -5 | -1 | -0.4 | -3.4 | 102
CC(C)OC(=O)/C(C#N)=C/c1c[nH]c2ccccc12 | -1 | -4 | 8 | -1 | 0 | -3 | 8 | 0.1 | 0.7 | 98
CC(=O)Nc1ccc(S(=O)(=O)NNC(=O)CCC(=O)NCc2ccccc2)cc1 | 0 | nt | 10 | -6 | -1 | -2 | 4 | -0.1 | 5.4 | 102
CC[C@]12c3[nH]c4cc(-c5ccco5)ccc4c3CCN1C(=O)[C@@H](CC(=O)NCCN1CCOCC1)C[C@@H]2C(=O)N1CCN(C(=O)C2CC2)CC1 | 0 | 6 | -7 | 5 | 13 | -3 | 3 | -0.2 | -0.7 | 101

Assay outcomes deposited in PubChem by several laboratories.
